Source: PubChem
p53 PUMA act – restores mutant p53 pathway signaling in SW480 cells; 28,000 tested, 1.5% active; SW480 PUMA-promoter luciferase, p53 mutant reactivation; activation, % at 9.98 µM; AID 624151; in the data active = activation above about 52%
STK33 kin inh – blocks human STK33 kinase activity; Q9BYT3; ADP-Glo luminescence, MBP substrate; inhibition, % at 12.5 µM; 27,000 tested, 0.44% active; in the data active = inhibition above about 20%
Target sequence (Q9BYT3 whole entry, looked up): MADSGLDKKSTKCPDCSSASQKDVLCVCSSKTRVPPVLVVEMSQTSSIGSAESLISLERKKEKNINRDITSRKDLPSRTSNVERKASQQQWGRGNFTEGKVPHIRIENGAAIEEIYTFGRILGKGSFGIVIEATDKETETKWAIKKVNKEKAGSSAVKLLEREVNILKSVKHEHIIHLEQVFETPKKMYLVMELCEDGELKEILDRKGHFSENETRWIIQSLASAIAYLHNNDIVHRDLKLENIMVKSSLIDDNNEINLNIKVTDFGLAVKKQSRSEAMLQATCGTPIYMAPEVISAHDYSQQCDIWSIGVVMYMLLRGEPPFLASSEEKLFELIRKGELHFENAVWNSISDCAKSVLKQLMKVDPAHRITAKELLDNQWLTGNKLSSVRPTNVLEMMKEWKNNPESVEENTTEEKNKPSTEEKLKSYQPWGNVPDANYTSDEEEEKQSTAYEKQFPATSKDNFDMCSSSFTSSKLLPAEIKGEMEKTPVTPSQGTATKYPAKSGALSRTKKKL
An asterisk follows results filed as active; nt = no result given. The list is partial; count on the stated rates, not on these rows.

Molecule | STK33 kin inh | p53 PUMA act
C[C@]12CC[C@H](O)C[C@H]1CC[C@@H]1[C@@H]2C[C@@H](O)[C@]2(C)[C@@H](C3=CC(=O)OC3)CC[C@]12O | -0.7 | -83.6
C=C1[C@@H](C)[C@H]2[C@H](Cc3ccccc3)NC(=O)[C@]23[C@H](OC(C)=O)C=C[C@](C)(O)C(=O)[C@@H](C)C/C=C/[C@H]3[C@@H]1O | -12.4 | -66.3
COc1ccc(OC(=O)N(C)C[C@H]2OCc3cnnn3CCCC(=O)N([C@H](C)CO)C[C@H]2C)cc1 | -3.8 | nt
Cn1c2c(c3ccccc31)CCNCC2 | -5.0 | nt
COC1(CS(=O)c2ccccc2)CCN(CCc2c[nH]c3ccc(F)cc23)CC1 (stereo not given) | nt | 18.7
C[C@@H]1CN([C@@H](C)CO)C(=O)CCCn2nncc2CO[C@@H]1CN(C)C(=O)Oc1ccccc1 | 0.9 | nt
CCN(CC)C(=O)N[C@@H]1C[C@@H]2c3cccc4[nH]cc(c34)C[C@H]2N(C)C1 | 0.4 | 5.9
O=c1ccc2c(O)c3ccoc3cc2o1 | -1.4 | nt
COc1cc2c(cc1OC)C13CCN(C)CC4=CCOC5CC(=O)N2C1C5C4CC3=O (stereo not given) | 1.1 | -18.1
CN(C(=O)Cc1ccc(Cl)c(Cl)c1)C(CN1CCCC1)c1cccc(OCC(=O)O)c1 (stereo not given) | nt | -0.8
c1cncc(C2=NCCC2)c1 | -0.4 | 17.8
CN1CC[C@@H]2CN3CCc4cccc(c43)[C@@H]2C1 | 2.8 | -3.3
Cc1cc(SCc2sc(-c3ccc(C(F)(F)F)c(F)c3)nc2C)ccc1OCC(=O)O | nt | -0.3
N#CC(C#N)=Cc1cc(O)c(O)c(O)c1 | 4.3 | nt
C[C@H]1CCC/C=C/C2C[C@H](O)C[C@H]2[C@H](O)/C=C\C(=O)O1 (stereo not given in full) | -0.2 | -80.8
C[C@]12CC[C@H]3[C@@H](CC[C@]4(O)C[C@@H](O)CC[C@]34C=O)[C@@]1(O)CC[C@@H]2C1=CC(=O)OC1 | -0.8 | -61.3
C=C(C)[C@@H]1C2C(=O)O[C@H]1[C@H]1OC(=O)[C@@]34OC3C[C@]2(O)[C@@]14C (stereo not given in full) | 0.5 | 3.8

Quoted at random: 4 compounds from above
Molecule | STK33 kin inh | p53 PUMA act
Cc1cc(SCc2sc(-c3ccc(C(F)(F)F)c(F)c3)nc2C)ccc1OCC(=O)O | nt | -0.3
C[C@]12CC[C@H]3[C@@H](CC[C@]4(O)C[C@@H](O)CC[C@]34C=O)[C@@]1(O)CC[C@@H]2C1=CC(=O)OC1 | -0.8 | -61.3
C[C@H]1CCC/C=C/C2C[C@H](O)C[C@H]2[C@H](O)/C=C\C(=O)O1 (stereo not given in full) | -0.2 | -80.8
C=C(C)[C@@H]1C2C(=O)O[C@H]1[C@H]1OC(=O)[C@@]34OC3C[C@]2(O)[C@@]14C (stereo not given in full) | 0.5 | 3.8

Molecules listed so far with an NH in an aromatic ring:
Molecule | STK33 kin inh | p53 PUMA act
COC1(CS(=O)c2ccccc2)CCN(CCc2c[nH]c3ccc(F)cc23)CC1 (stereo not given) | nt | 18.7
CCN(CC)C(=O)N[C@@H]1C[C@@H]2c3cccc4[nH]cc(c34)C[C@H]2N(C)C1 | 0.4 | 5.9
